# FEN1 inh: blocks human flap endonuclease 1. P39748. Recombinant FEN1 flap cleavage, fluorescence, 15 min. Potency, µM (top dose mostly 114 µM), inactives show at the highest dose activity change, negative = inhibition, usual class: inhibitors. 390,000 tested, 0.35% active; also: nearly all actives have a fitted effect of over 65% in size
# Target sequence (P39748 whole entry, looked up): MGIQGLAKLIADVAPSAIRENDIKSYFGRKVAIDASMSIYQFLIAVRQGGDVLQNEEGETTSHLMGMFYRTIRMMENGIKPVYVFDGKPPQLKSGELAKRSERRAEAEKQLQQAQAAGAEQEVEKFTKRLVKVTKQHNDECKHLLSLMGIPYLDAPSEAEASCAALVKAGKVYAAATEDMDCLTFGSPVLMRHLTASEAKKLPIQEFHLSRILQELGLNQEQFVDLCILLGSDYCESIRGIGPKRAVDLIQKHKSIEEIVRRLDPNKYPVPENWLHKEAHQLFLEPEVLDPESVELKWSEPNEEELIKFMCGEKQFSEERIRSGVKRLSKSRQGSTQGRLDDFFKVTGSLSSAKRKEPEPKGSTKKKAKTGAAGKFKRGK
#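 Quantitative HTS format: each compound was titrated, incubated with 10 nM nuclease for 15 min at room temperature, then challenged with flap substrate at 50 nM final. Signal change over 15 min gave concentration–effect curves.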
# TDP1 inh: TDP1 (human) enzyme inhibition. recombinant TDP1, AlphaScreen DNA substrate cleavage. Potency, µM (top dose mostly 130 µM), without a hit: at the top dose activity change, negative = inhibition, most hits filed as inhibitors. 350,000 tested, 0.28% active. AID 485290; also: nearly all actives have a fitted effect of over 40% in size
# Target sequence (Q9NUW8 whole entry, looked up): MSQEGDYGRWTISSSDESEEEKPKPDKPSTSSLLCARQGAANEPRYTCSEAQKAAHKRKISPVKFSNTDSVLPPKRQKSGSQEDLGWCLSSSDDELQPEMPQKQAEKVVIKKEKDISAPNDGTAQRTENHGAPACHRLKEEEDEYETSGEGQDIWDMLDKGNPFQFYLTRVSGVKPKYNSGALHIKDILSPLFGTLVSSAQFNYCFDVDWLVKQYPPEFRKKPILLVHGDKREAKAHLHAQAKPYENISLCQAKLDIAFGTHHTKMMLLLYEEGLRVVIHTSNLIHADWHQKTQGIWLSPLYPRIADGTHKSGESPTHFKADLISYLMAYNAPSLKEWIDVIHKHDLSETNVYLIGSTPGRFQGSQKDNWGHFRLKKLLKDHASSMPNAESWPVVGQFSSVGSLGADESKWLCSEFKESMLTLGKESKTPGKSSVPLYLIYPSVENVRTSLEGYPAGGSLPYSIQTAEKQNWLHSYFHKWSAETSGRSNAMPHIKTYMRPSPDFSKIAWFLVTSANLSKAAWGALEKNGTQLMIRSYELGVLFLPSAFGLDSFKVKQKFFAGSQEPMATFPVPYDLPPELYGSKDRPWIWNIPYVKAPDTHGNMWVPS
#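 Enzyme-compound mixtures sat 15 min at room temperature, followed by a 5 min reaction with 15 nM final substrate and 10 min with AlphaScreen beads. Recombinant human Tdp1 was used at 1 nM final.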
# N370S GC: inhibits or activates N370S mutant glucocerebrosidase; P04062; N370S GC spleen homogenate, 4MU-glucoside fluorescence; Potency, µM (highest dose often 59.4 µM), for the others: at the highest dose activity change, negative = inhibition, actives largely listed as inhibitors; 330,000 tested, 0.092% active;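 also: 0% = full enzyme activity and -100% = no enzyme basal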
# Numbers without * were called inactive; ? = inconclusive; . = no result given; & = joins results of further samples; [ ] = another dose, or the depositor's remark. Calls follow the shape of the dose curve; as a rule, active = well fitted curve in the direction sought with a large enough effect; inconclusive = small, poorly fitted or top-dose-only effect, or another doubt; inactive = no such curve, though single readings can be large; an effect the other way counts as inactive or inconclusive. Unless noted, % is scaled to controls: 0 for no effect and ±100 for the full control effect; potency is read from the fitted curve at half-maximal effect. This is a random part of the collection, and some 0.57% of all compounds hit somewhere here.
# The first 5 compounds, ahead of the listing:
No. | structure | FEN1 inh | TDP1 inh | N370S GC
1 | Cc1cc(C)nc(N/N=C/c2ccc3c(c2)OCCO3)n1 | -15% | 1% | -3%
2 | CCCC(=O)Nc1cccc(-c2cn3ccsc3n2)c1 | -2% | 5% | -6%
3 | Cc1ccccc1OCC(=O)NCC(c1ccc(Cl)cc1)N1CCOCC1 (configuration not stated) | -5% | -8% | .
4 | Cc1ccc(C(=O)NCCNS(C)(=O)=O)cc1 | 6% | 6% | 8%
5 | CC(NC(=O)c1ccc(NC2=NC3CS(=O)(=O)CC3S2)cc1)c1ccccc1 (configuration not stated) | -2% | . | 4%

# The whole of this part, previewed entries included:
No. | structure | FEN1 inh | TDP1 inh | N370S GC
1 | Cc1cc(C)nc(N/N=C/c2ccc3c(c2)OCCO3)n1 | -15% | 1% | -3%
2 | CCCC(=O)Nc1cccc(-c2cn3ccsc3n2)c1 | -2% | 5% | -6%
3 | Cc1ccccc1OCC(=O)NCC(c1ccc(Cl)cc1)N1CCOCC1 (configuration not stated) | -5% | -8% | .
4 | Cc1ccc(C(=O)NCCNS(C)(=O)=O)cc1 | 6% | 6% | 8%
5 | CC(NC(=O)c1ccc(NC2=NC3CS(=O)(=O)CC3S2)cc1)c1ccccc1 (configuration not stated) | -2% | . | 4%
6 | COc1ccc(Cc2nc3ccc(C(=O)NCc4ccc(OC)cc4OC)cc3o2)cc1 | -8% | 5% | .
7 | O=c1c2ccccc2nc2c3ccccc3c(NCCN3CCOCC3)nn12 | . | 12% | ?
8 | Cc1csc(=O)n1CC(=O)OCc1nnc(-c2ccc([N+](=O)[O-])cc2)o1 | 1% | 1% | .
9 | CN1C(=O)c2ccc(N(C)C)cc2C1=O | 0% | 2% | 7%
10 | C=CCSc1nnc(-c2c[nH]c3ccccc23)n1CC | 23% | 5% | 5%
11 | Cc1cc(Cn2nc(C(=O)NCc3cccc(C(F)(F)F)c3)cc2-c2ccccc2)on1 | -30% | -4% | 1%
12 | O=C(Cc1ccccc1)NC1CCN(C(=O)c2ccc([N+](=O)[O-])cc2)CC1 | 4% | . | -4%
13 | O=S(=O)(c1ccc(F)cc1)N1CCC(n2c(C(F)(F)F)nc3cccnc32)CC1 | -9% | 3% | .
14 | O=C(Nc1ccc(-c2cn3ccsc3n2)cc1)C1COc2ccccc2O1 (configuration not stated) | -18% | 7% | 5%[2.35 µM]
15 | COc1ccccc1NS(=O)(=O)c1ccc(-c2cc(C)no2)s1 | -13% | 0% | 11%
16 | Nc1[nH]c(=O)nc2c1ncn2C1OC(CO)C(O)C1O (configuration not stated) | -2% | -1% | .
17 | CCc1ccc(NC(=S)N(CCCN2CCOCC2)Cc2ccco2)cc1 | -2% | 1% | -20%
18 | CCn1cc(Cl)c(C(=O)Nc2ccc3c(c2)OCCO3)n1 | 1% | -3% | -13%
19 | O=C(/C=C/c1ccccc1)NC(=S)Nc1ccccc1C(=O)NC1CCCCC1 | -12% | 2% | 7%
20 | Cc1oc(C(C)(C)C)cc1C(=O)NC(Cc1ccccc1)C(=O)O (configuration not stated) | 9% | 2% | 4%

# Down the list, as entered above:
# FEN1 inh for entries 14–17, in order: -18%, -13%, -2%, -2%

# Further entries follow:
No. | structure | FEN1 inh | TDP1 inh | N370S GC
21 | O=S(=O)(c1ccccc1)c1cnn(-c2ccccc2)c1-c1ccc(Cl)cc1 | -18% | 5% | 4%
22 | C=CCn1c(-c2cccc(S(=O)(=O)N3CCOCC3)c2)n[nH]c1=S | -2% | 0% | 0%
23 | CCn1nc(C)cc1C(=O)NC1CC(C)(C)Cc2c1cnn2-c1cccc(F)c1 (configuration not stated) | -5% | 4%[56.1 µM] | -3%
24 | COC(=O)[C@@]1(Cc2ccc(OC)cc2)[C@H]2c3cc(C(=O)N4CCCC4)n(Cc4nc5ccccc5[nH]4)c3C[C@H]2CN1C(=O)c1ccccc1 | . | 16% | -11%
25 | COc1ccc2cc3cc(C(=O)NCC4COc5ccccc5O4)oc3nc2c1 (configuration not stated) | 1% | 3% | 9%
26 | Fc1ccc(CNc2ncnc3c2cnn3-c2ccccc2)cc1 | 8% | 5% | 2%
27 | Cc1ccc(NC(=O)Cc2nnc(SCC(=O)Nc3ccc(N4CCOCC4)cc3)n2C)cc1 | 10% | . | -11%
28 | CCOc1ccc(-n2cc(C(=O)Nc3cccc(OC)c3)c3cc(OC)c(OC)cc3c2=O)cc1 | -17% | 1% | -8%
29 | O=C(NCCn1cc(SCc2ccc(Br)cc2)c2ccccc21)c1cccs1 | 1% | 6% | .
30 | COCC(C)n1c(SCC(=O)Nc2c(C)n(C)n(-c3ccccc3)c2=O)nc2ccccc2c1=O (configuration not stated) | 20% | 0% | .
31 | COc1ccc(CCNC(=O)c2cc(S(=O)(=O)N3CCC4(CC3)OCCO4)ccc2F)cc1OC | -17% | 3% | -1%
32 | CC1=C(C)/C(=N\OS(=O)(=O)c2ccc(C)cc2)C=CC1=O | -21% | 11% | -1%
33 | CCOc1ccc(-c2nnc(SCC(=O)NC3CCCCC3)nc2-c2ccc(OCC)c(OC)c2)cc1OC | -1% | 5% | .
34 | O=C(Oc1nsnc1N1CCCCC1)N1CCOCC1 | 8% | 0% | 3%
35 | O=C(O)c1ccccc1CSc1nc2ccccc2n1Cc1ccccc1C(=O)O | 2% | -3% | -18%
36 | COC1CCN(C(=O)CC2C(=O)NCCN2CC(C)(C)C)CC1 (configuration not stated) | -5% | 7% | 7%
37 | CCOC(=O)Cc1csc(NC(=O)C(CC(C)C)NC(=O)C2CCCCC2)n1 (configuration not stated) | 8% | 8% | 9%
38 | CCC(=O)N(CCC(c1ccco1)c1ccccc1OC)Cc1cccs1 (configuration not stated) | -23% | -1% | 20%
39 | O=C(OCC(=O)N1CCc2ccccc21)c1c2c(nc3ccccc13)CCCC2 | 0% | 0% | 5%
40 | Cc1cc(C(=O)OCC(=O)NC(C)C)c(C)o1 | -9% | -2% | 5%
41 | Cc1ccc2oc(C(=O)NCc3ccccc3)cc(=O)c2c1 | -9% | . | 0%
42 | CCCC(=O)Nc1ccccc1NC(=O)c1cc(OC)c(OC)c(OC)c1 | -6% | 1% | 8%
43 | N#C/C(=C(/O)Cc1cccc2ccccc12)c1nc2ccccc2s1 | 12% | 6% | 1%
44 | O=c1c2ccccc2c(/C=N/c2nnc(Cc3ccccc3)s2)c(O)n1-c1ccc(Cl)cn1 | -11% | 9% | 2%
45 | CC1=NNC(=O)C1C(c1cccc(O)c1)C(C#N)C#N (configuration not stated) | 16% | 6% | 7%
46 | Cn1c(=O)c2c(ncn2CC(COCc2ccc(Cl)cc2)OCc2ccc(Cl)cc2)n(C)c1=O (configuration not stated) | -17% | 3% | -3%
47 | COc1cccc(-c2sc3ccccc3c2-c2ccc(OCCN3CCCC3)cc2)c1 | 4% | 10% | .
48 | COc1ccc(SC[C@H](C)CN2CC[C@H](NC(=O)OCc3ccccc3)CCC2=O)cc1 | -5%&0% | 5% | .
49 | CCN(CC)c1ccc(NS(=O)(=O)c2ccc(-c3coc(C)n3)cc2)c(C)c1 | -20% | 9% | .
50 | CC(NC(=O)Nc1ccc(Cl)cc1)c1ccc2c(c1)OCO2 (configuration not stated) | -6% | 2%[56.1 µM] | -8%
51 | O=C1c2oc3ccc(Br)cc3c(=O)c2C(c2cccnc2)N1Cc1ccco1 (configuration not stated) | . | 2% | 2%
52 | COc1ccc(C(=O)N2CCCC(O)C2)cc1OC1CCN(C(C)C)CC1 (configuration not stated) | 2% | 3% | 4%
53 | CCOc1ccc(CNC(=O)c2ccc(Sc3ccc(C)cc3)c(N)c2)cc1OC | -6% | 5% | .
54 | CC(C)C(c1nnnn1Cc1ccccc1)N(CCCO)Cc1cc2cc3c(cc2[nH]c1=O)OCO3 (configuration not stated) | -6% | 2% | 6%
55 | Cc1cccnc1Nc1nc(-c2ccc(O)cc2O)cs1 | -17% | 7% | 10%
56 | CC(=O)c1ccc(NC(=O)CSC2=Nc3ccccc3N=C(c3ccc(F)cc3)C2)cc1 | -16% | 7% | .
57 | c1ccc(-c2csc(N3CCc4ccccc4C3)n2)cc1 | -8% | 6% | 3%
58 | CN(CC(=O)Nc1ccccc1Cl)C1CCS(=O)(=O)C1 (configuration not stated) | 1% | 0% | .
59 | COc1ccccc1C(=O)NC(=O)CSc1nnnn1C | 19% | -2% | .
60 | COc1cccc(NC(=O)COC(=O)/C=C/c2ccco2)c1 | -11% | ? | .
61 | CSc1ncccc1C(=O)N1CCCC(C(=O)c2cc(F)ccc2F)C1 (configuration not stated) | 24% | 4% | 9%
62 | c1ccc(COc2ccccc2CNC23CC4CC(CC(C4)C2)C3)cc1 | 11% | 0% | -1%
63 | C/C(=N/NC(=O)c1cccs1)c1cccs1 | 12% | 7% | -9%
64 | Cc1cccc(-c2ncc(CN3CCN(C4CCCC4)C(CCO)C3)cn2)c1 (configuration not stated) | 3% | 8% | 17%
65 | CCN(CC)CCOc1ccc(C(O)(Cc2ccc(Cl)cc2)c2ccc(C)cc2)cc1 (configuration not stated) | . | 10% | -15%
66 | CCCN(CCC)C(=O)Cn1c(=O)n(-c2ccc(CC)cc2)c(=O)c2ccc(C(=O)NCCc3ccccc3)cc21 | -9% | 0% | .
67 | O=C(NCCC(=O)N1CCN(c2ccccc2F)CC1)c1ccco1 | -1% | 3% | -24%
68 | CCOC(=O)COc1cccc2c(=O)n(CC(=O)N3CCN(C(=O)OCC)CC3)ccc12 | -11% | -3% | -13%
69 | Cc1c(Cc2ccc3c(c2)OCO3)sc(NC(=O)C2CC2)c1C(N)=O | 10% | . | 16%
70 | Cc1ccc(CSCCNC(=O)CN(c2cc(C)ccc2C)S(C)(=O)=O)cc1 | -20% | 3% | 12%
71 | CCN(CC)CCNC(=O)Cn1cnc2sc(C)c(S(=O)(=O)N3CCOCC3)c2c1=O | 0% | -2% | 4%
72 | COc1ccc(S(=O)(=O)NC2CC(=O)N(c3cccc(F)c3)C2)cc1OC (configuration not stated) | 0% | -10% | -2%
73 | COc1ccc2sc(-c3ccccc3OC)c(-c3ccc(O)cc3)c2c1 | -27% | 1% | .
74 | CCCn1c(C)nc2c(NCCN(C(C)C)C(C)C)nc(C)nc21 | . | 4% | 5%
75 | Cc1ccccc1-c1nc2c3c(-c4ccccc4)c(-c4ccccc4)oc3ncn2n1 | 9% | 5%[12.3 µM] | .
76 | O=C(COC(=O)Cc1cccs1)Nc1cccc(S(=O)(=O)N2CCOCC2)c1 | -2% | -14% | -5%
77 | CCOC(=O)C1=C(COC(=O)c2ccc(OC(C)C)cc2)NC(=O)NC1C (configuration not stated) | -2% | . | 2%
78 | O=C(Nc1cc(=O)[nH]c2nc(-c3ccccc3)nn12)c1ccccc1Cl | -1% | 3% | 0%
79 | CCCNC(=O)Cn1c(-c2ccc(F)cc2)cc(C(=O)OCC)c1C | -3% | -2% | -9%
80 | O=c1[nH]c2ccccc2nc1NCc1ccccc1 | -18% | . | 12%

# Of the compounds above, 2 have a COOH group.
No. | structure | FEN1 inh | TDP1 inh | N370S GC
20 | Cc1oc(C(C)(C)C)cc1C(=O)NC(Cc1ccccc1)C(=O)O (configuration not stated) | 9% | 2% | 4%
35 | O=C(O)c1ccccc1CSc1nc2ccccc2n1Cc1ccccc1C(=O)O | 2% | -3% | -18%

# (further entries)
No. | structure | FEN1 inh | TDP1 inh | N370S GC
81 | Cc1sccc1/C=N/NC(=O)c1ccco1 | -14% | -3% | ?
82 | O=C(CCN1C(=O)c2ccccc2C1=O)Nc1ccc(-c2nc3ccccc3o2)cc1 | 2% | -3% | 13%
83 | COCc1[nH]nc2c1C1(C(=O)Nc3ccc(F)cc31)C(C#N)=C(N)O2 (configuration not stated) | 2% | 0% | -7%
84 | O=C(COC(=O)c1ccc(CO)cc1)c1ccc(S(=O)(=O)N2CCCCC2)cc1 | 0% | 1% | .
85 | Cc1noc(C)c1C(=O)NC1=NCCS1 | 15% | 1% | -10%
86 | N#Cc1cccnc1N1CCN(C(=O)c2cccs2)CC1 | -8% | . | -10%
87 | CCCC(=O)NNc1cc(=O)c2c(=O)n(C)c(=O)n(C)c2[nH]1 | -11% | 8% | -9%
88 | CC(C)CN(C(=O)CSc1nncn1-c1ccccc1)c1c(N)n(CC(C)C)c(=O)[nH]c1=O | -1% | -1% | -8%
89 | O=C(COC(=O)c1cncc(Br)c1)NC1CCCCCC1 | -8% | 2% | -1%
90 | Cc1nonc1OCC(C)(COc1nonc1C)NC(=O)c1ccc(Cl)cc1 | 2% | 1%[56.1 µM] | -3%
91 | CC(=O)Nc1ccc2[nH]c3ccccc3c2c1 | -8% | 5% | -4%
92 | Nc1c(C(=O)Nc2ccc(Cl)cc2)oc2ccccc12 | 8% | 6% | -4%
93 | O=C(CCCN1C(=O)/C(=C/c2cccs2)SC1=S)Nc1ccc(O)cc1 | -10% | . | -28%
94 | Cc1ccc(Cl)c(OCC(=O)Nc2cccnc2)c1 | -8% | 5% | 4%
